# Compound activity (PubChem BioAssay)
# ABCB1 block – blocks JC-1 efflux by human ABCB1 transporter | P08183 | inhibition, % at 6.6 µM | hit rate 0.067% among 190,000 | AID 1326 | CCRF-Adr cells, flow cytometry; in the data active = inhibition above about 40%;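 note: 0% = vehicle and 100% = reference inhibitor; higher value means more JC-1 retained so stronger ABCB1 efflux block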
# Rac1 wt modul – alters GTP binding to wildtype human Rac1; P63000; GST-Rac1 beads, fluorescent GTP binding, flow cytometry; actives lie on both sides; 0 = cold GTP competed, 100 = untreated; GTP binding activity (% of control), % at 10 µM; hit rate 0.27% among 190,000; AID 757;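 active = GTP binding activity at least 20 points away from the 100% control level, either lower or higher; inconclusive = compound flagged as likely green fluorescent, judged across all proteins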
# Avidin fluor – avidin bead compound fluorescence profile | Avidin beads, compound fluorescence 488/530 nm, flow cytometry; stronger effect = higher value | fluorescence (KMESF) at 10 µM | hit rate 0.38% among 220,000 | AID 1775; in the data active = fluorescence above about 47; note: inactives centre near 10
# Rac1 mut GTP – human Rac1 activated mutant GTP binding change; percent activity (GTP binding), % at 10 µM; hit rate 0.11% among 190,000; P63000; AID 764; GST-Rac1 activated beads, fluorescent GTP binding, flow cytometry; actives lie on both sides; 100% means binding = to untreated wells;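 active = GTP binding at least 20 percentage points away from the 100% baseline, in either direction, so actives lie on both sides; inconclusive = Compound likely fluorescent itself, or too few beads counted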
# Rab7 wt modul – modulators of GTP binding to dog Rab7 wildtype GTPase; GST-Rab7 beads, fluorescent GTP binding, flow cytometry; actives lie on both sides; untreated = 100%, excess cold GTP = 0%; hit rate 0.055% among 190,000; AID 758; GTP binding activity (percent of control), % at 10 µM;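 active = fluorescent GTP binding to Rab7 beads changed by at least 20 points from the 100% baseline, either direction, mostly lower; inconclusive = compound itself probably fluorescent, or too few beads counted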;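 note: median green fluorescence of bound Bodipy-FL-GTP per Rab7 bead population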
# Rab2 wt GTP – changes GTP binding to wildtype dog Rab2A, up or down. GST-Rab2 wt beads, Bodipy-GTP binding, flow cytometry. GTP binding activity, % at 10 µM. hit rate 0.19% among 190,000. AID 760;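 active = GTP binding activity at least 20 points away from 100%, either lowered or raised; inconclusive = signal likely due to the compound's own green fluorescence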;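 note: 0% = beads with excess unlabeled GTP and 100% = no-compound control corrected for plate trend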
# ABCG2 block – inhibitors of human ABCG2 transporter, ABCB1 counter-screen; Q9UNQ0; IgMXP3 cells, JC-1 efflux, flow cytometry; inhibition, % at 6.6 µM; hit rate 0.1% among 190,000; AID 1325;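 active = inhibition above 80%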;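 note: 0% = DMSO and 100% = nicardipine control wells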
#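 Incubation: cells with compound and JC-1, 10 min at 25 °C, rotating, no wash / Test system: IgMXP3 (ABCG2) plus far-red-tagged CCRF-Adr (ABCB1) cells / Compound dosing: one concentration, 6.6 µM final / Also added: JC-1 fluorescent substrate / Evaluation: efflux inhibition in percent versus controls / Detection: flow cytometry, 530 nm JC-1 signal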
# HRas wt GTP – human HRas wildtype GTP binding, change in either direction. P01112. hit rate 0.14% among 190,000. AID 759. GTP binding activity, % at 10 µM. GST-Ras wt beads, Bodipy-FL-GTP binding, flow cytometry; actives lie on both sides;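 active = GTP binding activity at least 20% away from the 100% baseline, either lowered as inhibitor or raised as activator; inconclusive = flagged as likely green fluorescent, judged across all proteins in the well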;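 note: 0% = unlabeled GTP competition control and 100% = no-compound control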
# Target sequence (P01112 whole entry, looked up): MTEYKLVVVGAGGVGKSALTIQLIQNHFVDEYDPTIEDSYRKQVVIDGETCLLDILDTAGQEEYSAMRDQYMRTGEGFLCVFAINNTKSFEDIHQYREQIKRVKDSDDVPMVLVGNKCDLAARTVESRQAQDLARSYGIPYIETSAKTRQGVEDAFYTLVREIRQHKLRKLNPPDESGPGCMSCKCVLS
# Pf gametocyte – inhibitors of late stage P. falciparum gametocyte viability; hit rate 0.065% among 150,000; inhibition, % at 10.9 µM; P. falciparum stage V gametocytes, ATP luminescence, 24 h; AID 743093;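 active = inhibition above the mean plus 3 SD of compounds within the control limits, set per campaign, cut at about 38% in these data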;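 note: 0% = DMSO wells and 100% = medium only without gametocytes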
# Mcl1-Noxa inh – disrupts binding of human Mcl-1 to Noxa peptide; Q07820; hit rate 1.5% among 220,000; inhibition, % at 21.7 µM; TR-FRET Mcl-1/Noxa peptide binding, 2 h; AID 1022;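 active = compounds that cut the protein-peptide binding signal by more than 50% relative to plate controls in a single-dose test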;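 note: His-tagged Mcl-1 with rhodamine Noxa BH3 peptide and terbium anti-His antibody; 0% = Mcl-1 plus Noxa peptide wells and 100% = peptide-only wells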
# Target sequence (Q07820 whole entry, looked up): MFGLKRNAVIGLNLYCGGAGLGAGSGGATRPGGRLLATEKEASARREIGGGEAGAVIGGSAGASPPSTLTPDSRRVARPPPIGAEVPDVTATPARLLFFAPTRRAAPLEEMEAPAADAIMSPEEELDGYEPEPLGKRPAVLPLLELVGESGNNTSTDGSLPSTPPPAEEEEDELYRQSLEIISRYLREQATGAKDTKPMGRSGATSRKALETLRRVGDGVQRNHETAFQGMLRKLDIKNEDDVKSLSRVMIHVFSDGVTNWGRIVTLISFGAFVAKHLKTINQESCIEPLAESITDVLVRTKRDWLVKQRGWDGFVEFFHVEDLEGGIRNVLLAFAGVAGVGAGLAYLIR
# Cdc42 wt – changes GTP binding to wildtype human Cdc42; AID 761; hit rate 0.2% among 190,000; P60953; GST-Cdc42 beads, Bodipy-GTP binding, flow cytometry; actives lie on both sides; percent activity (GTP binding), % at 10 µM;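 active = percent activity GTP binding at least 20 points away from the 100% baseline, either down as inhibitor or up as activator; inconclusive = compound flagged as likely green fluorescent from well-wide comparison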;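 note: median bead fluorescence of bound Bodipy-FL-GTP at 100 nM; 0% = excess unlabeled GTP control and 100% = no compound control; below 100% means less GTP binding so inhibitor and above means activator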
# Target sequence (P60953 whole entry, looked up): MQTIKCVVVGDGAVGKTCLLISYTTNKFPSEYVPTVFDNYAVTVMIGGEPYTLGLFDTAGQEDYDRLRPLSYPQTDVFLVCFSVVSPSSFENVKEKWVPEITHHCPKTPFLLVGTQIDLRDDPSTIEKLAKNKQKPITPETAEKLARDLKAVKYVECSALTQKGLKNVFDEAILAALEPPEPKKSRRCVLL
# Active calls of the source: *; ? = inconclusive; . = no result given.
SMILES,ABCB1 block,Rac1 wt modul,Avidin fluor,Rac1 mut GTP,Rab7 wt modul,Rab2 wt GTP,ABCG2 block,HRas wt GTP,Pf gametocyte,Mcl1-Noxa inh,Cdc42 wt
CCNC(=S)N1CCN(CCN2C(=O)c3cccc4cccc(c34)C2=O)CC1,1.2,101,20,96,101,95,37,96,-2,20,92
Cc1cc([N+](=O)[O-])nn1CC(=O)Nc1ccc(Cc2ccncc2)cc1,0.8,104,5,98,98,97,5,99,.,-7,98
COc1ccc(NC(=O)Nc2cccnc2)c(OC)c1,0.2,99,6,95,107,99,6,99,13,-1,94
COc1ccc(-n2ccnc2SCC(=O)NC2CCCC2)c(OC)c1,0.1,98,8,95,105,99,0,100,.,11,98
COC(=O)c1cc(OC)c(OC)cc1NC(=O)Nc1ccc(OC)cc1,1.6,96,7,94,97,96,27,94,16,26,91
O=C(CN1CCOCC1)N1CCN(c2ccc3ccccc3n2)CC1,-0.5,98,6,97,95,97,0,98,.,20,96
CCOC(=O)c1ccc(NC(=O)CC2SC(=NC)N(C)C2=O)cc1 (stereo not given),0.9,102,7,99,100,99,6,99,.,4,99
O=C(CSc1nnc(-c2ccc(Cl)cc2)n1Cc1ccco1)NCc1ccc2c(c1)OCO2,0.8,97,10,96,97,96,4,98,.,-8,98
CCOC(=O)C1CCN(c2c(NCc3ccc(C(=O)NCCOC)cc3)c(=O)c2=O)CC1,1.1,105,11,103,100,104,12,101,19,0,104
CC1CCCN(C(=O)CN2CCN(C(=O)c3ccco3)CC2)C1 (stereo not given),1.1,97,12,95,97,98,4,95,.,1,95
NC(=S)Nn1c(-c2ccccc2)nc2ccccc2c1=O,1.1,105,16,102,96,95,21,98,-11,0,102
O=C(Cn1cnc2ccccc21)N/N=C/c1ccc([N+](=O)[O-])cc1,0.6,101,14,99,98,99,5,100,11,28,99
Cc1cc(C)c(S(C)(=O)=O)c(NN)n1,0.8,?,13,?,?,?,1,?,19,8,?
Cc1ccc(C(=O)NC(=S)Nc2ccc(N3CCOCC3)cc2)cc1,0.2,100,11,95,103,98,3,100,.,9,98
Cc1nc(SCC(N)=O)[nH]c(=O)c1Cc1ccc(OC(C)C)cc1,0.0,107,19,101,101,101,1,102,24,-9,102
NNC(=O)c1ccc(Cl)cc1Cl,0.1,106,1,99,106,98,2,97,20,-8,96
CN1CCN(C(=S)c2cn(CCOc3ccccc3)c3ccccc23)CC1,1.0,100,11,96,94,95,1,95,-27,11,97
CCOc1nc(-c2ccc(C)cc2)ccc1-c1noc(-c2cccnc2)n1,1.5,101,10,101,101,106,11,107,.,-7,107
CC(=O)Nc1cccc(NC(=O)c2sc3ncn(CC(=O)N4CCCCC4)c(=O)c3c2C)c1,1.0,97,4,96,96,94,3,97,-5,-12,98
COc1ccc(-n2nc(C(=O)NCC(=O)N3CCN(c4ccccn4)CC3)c3ccccc3c2=O)cc1,1.5,102,12,101,103,101,1,100,-4,4,101
Cc1cc(C)c(OCC(O)CN2CCN(c3ccccn3)CC2)c(C)c1 (stereo not given),0.7,97,9,95,98,97,4,97,10,40,97
O=Cc1cccc(Oc2ncccn2)c1,0.1,101,9,96,107,102,0,103,-4,20,98
Cc1ccccc1NC(=O)COC(=O)CNC(=O)c1sc2ccccc2c1Cl,-0.8,97,7,97,94,94,-1,97,5,32,97
O=C(CCC(=O)Nc1ccc(Cl)cc1Cl)NNC(=O)[C@@H]1CCCC[C@@H]1C(=O)O,-0.1,100,5,100,100,100,0,99,0,20,96
Cc1cc(C(=O)CSc2nnc(-c3ccccc3)n2Cc2ccc3c(c2)OCO3)c(C)n1C,0.5,104,7,96,102,100,2,100,.,2,97
N#CC1=C(N)N(c2ccccc2Sc2ccccc2)C(=O)C1,-0.4,94,14,94,98,96,-1,96,.,3,96
CSC(=S)N/N=C/c1ccc(Br)cc1,-2.2,98,8,95,94,95,-5,98,-17,20,98
CCc1ccc(Nc2cnn(C34CC5CC(CC(CC(=O)O)(C5)C3)C4)c(=O)c2Cl)cc1,-0.3,96,8,94,98,102,-1,98,16,6,98
CCN(CC)S(=O)(=O)c1cc(C(=O)Nc2cc(Cl)ccc2N2CCN(C)CC2)ccc1Cl,11,?,4,?,?,?,2,?,-2,46,?
COC(=O)c1c(N)c(C#N)c(C)n1-c1ccccc1,0.0,102,24,101,102,99,1,100,.,-1,98
O=C1NC(c2ccc3c(c2)OCO3)Oc2ccccc21 (stereo not given),-3.4,90,15,92,92,91,1,94,.,10,93
c1ccc(-c2ccc(-n3ccnc3)cc2)cc1,-0.3,102,14,98,99,98,0,100,.,17,100
O=C(NCCCn1ccnc1)c1csc2ccccc12,0.5,100,6,98,100,99,1,99,.,4,99
COC(=O)C1=C(C)N(c2cc(Cl)cc(Cl)c2)C(=O)C1,0.0,99,4,96,96,98,0,99,.,-7,99
Cc1noc(C(=O)Nc2cccnc2)c1Cl,-2.0,107,9,100,104,104,0,102,.,18,103
CC1CCN(CCC(=O)N2CCCc3c2c(=O)oc2ccc(O)cc32)CC1,-0.1,109,8,100,101,102,0,103,8,14,104
CCOC(=O)N1CCC(N2CCCC(C(=O)c3cc(F)ccc3OC)C2)CC1 (stereo not given),2.0,101,7,97,100,99,3,99,-30,7,100
Cc1cccc(C2(c3cccc(C)c3)CC2C(=O)Nc2ccc([N+](=O)[O-])cc2O)c1 (stereo not given),-0.2,104,15,97,99,95,-1,100,13,14,99
C=C(C)COc1ccc2c(CC)cc(=O)oc2c1C,1.1,99,13,97,95,95,34,97,-9,-5,100
O=C(Nc1ccc2c(c1)OCCO2)C(c1ccc(F)cc1)N1CCCCC1 (stereo not given),1.7,107,8,100,105,107,3,106,-13,10,105
O=C1/C(=C\Nc2ccccc2)CCN1c1ncccn1,0.7,104,7,100,99,100,5,103,-10,-4,105
O=C(CSCc1ccccc1)N/N=C/c1ccccc1OCc1ccccc1,-1.4,102,10,97,101,100,52,99,4,14,99
COc1ccc(N(C)S(=O)(=O)c2cccc(C(=O)OCC(=O)Nc3sc4c(c3C#N)CCCCC4)c2)cc1,1.6,97,15,96,96,93,9,95,.,18,95
O=C(Nc1ccc2oc(-c3cccnc3)nc2c1)c1cc2ccccc2o1,-0.4,107,20,100,99,98,-2,101,9,31,103
COc1ccc(-c2c3c(nc4sc5c(=O)[nH]c(C)nc5c24)CCC3)cc1,4.6,76*,11,89,87,76*,31,81,10,3,81
CCc1ccc(C(=O)c2cncc(Br)c2)cc1,-0.1,103,14,97,104,102,9,101,17,10,98
O=C(Nc1cccc(Cl)c1)NC1(C(=O)NCc2cccs2)CCCCC1,0.2,92,138*,93,94,93,1,98,-14,-1,97
Cc1ccc(S(=O)(=O)Cc2cn3cccnc3n2)cc1,0.2,93,11,94,97,94,2,95,.,8,96
CCC(C)(C)n1nnnc1C(c1cc2cc(C)cc(C)c2[nH]c1=O)N1CCCC1 (stereo not given),3.2,105,31,100,97,101,15,100,.,0,104
COc1cc2c(c(OC)c1)C(c1cccc(OC)c1OC)CC(=O)N2 (stereo not given),1.2,88,25,86,87,87,9,88,.,10,94
# Continued.
SMILES,ABCB1 block,Rac1 wt modul,Avidin fluor,Rac1 mut GTP,Rab7 wt modul,Rab2 wt GTP,ABCG2 block,HRas wt GTP,Pf gametocyte,Mcl1-Noxa inh,Cdc42 wt
CC1CN(C(=O)CN2C(=O)NC(C)(c3ccccc3)C2=O)CC(C)O1 (stereo not given),0.1,111,9,103,104,104,1,107,.,3,107
CN1CCN(S(=O)(=O)c2ccc(NC(=S)NC(=O)C3CCCCC3)cc2)CC1,0.5,100,10,95,94,95,3,96,5,29,101
CCC(=O)N1CCN(c2ccccc2NC(=O)COc2cccc(C)c2)CC1,7.0,100,18,97,99,101,32,98,.,-21,102
CCCC(=O)Oc1c(S(=O)(=O)c2ccc(C)cc2)c(C)nn1C(C)(C)C,0.6,105,12,103,107,100,2,105,-23,-2,104
CC(C)(C)NC(=O)COC(=O)c1ccc(O)cc1,1.1,113,30,100,102,99,30,101,.,-19,107
Cc1cccc(OCCCC(=O)NCCc2ccccc2)c1,0.1,102,13,102,98,102,10,100,-5,4,106
O=C(Nc1nc(-c2ccc3ccccc3c2)cs1)C1CCN(S(=O)(=O)c2cccs2)CC1,0.0,101,4,99,100,101,0,98,10,-38,99
Oc1c(C(c2ccco2)N2CCC3(CC2)OCCO3)sc2ncnn12 (stereo not given),0.0,105,8,97,101,96,0,101,.,4,96
NC(=O)CCC(=O)N1CCCC(C(=O)c2ccc3c4c(cccc24)CC3)C1 (stereo not given),0.3,103,12,97,103,96,2,100,-9,11,94
Cc1ccccc1-n1cc[nH]c1=S,-0.1,99,7,97,100,98,3,96,.,19,99
Cc1nc(CCN2C(=O)c3ccccc3C2=O)cs1,0.1,102,15,98,99,101,2,102,-11,0,100
Cc1ccc(NC(=S)N(CCCN2CCOCC2)Cc2ccccn2)cc1,0.6,105,9,103,102,102,1,103,-3,10,105
O=C(Cc1ccccc1)Nc1ccc2c(c1)C(=O)N(CC1CCCO1)C2=O (stereo not given),1.1,97,8,94,94,95,6,94,-2,14,94
CCn1c(=O)cc(SCC(=O)NCc2ccc(C)cc2)c2ccccc21,0.8,104,37,101,102,102,2,103,2,2,104
COc1ccc(/C=c2/sc3n(c2=O)C(c2ccccc2OC)C2=C(N=3)c3ccccc3CC2)cc1O (stereo not given),-2.8,103,13,100,100,103,-4,103,-19,27,106
CCOc1ccccc1Nc1nnc(SCC(=O)N2CCCC2)s1,0.1,103,5,99,100,97,1,98,.,11,99
CCc1nnc(NC(=O)CSc2nc3cc4c(cc3cc2C)OCCO4)s1,1.7,104,24,98,97,97,8,99,11,-106,100
Cc1nc(C)c(C(=O)C2=C(O)C(=O)N(CCCn3ccnc3)C2c2ccc(Cl)cc2)s1 (stereo not given),0.2,97,16,99,99,96,3,99,.,6,97
CCCc1cc(=O)[nH]c(SCC(=O)N(CC)Cc2ccccc2)n1,0.4,95,1,94,95,94,3,95,.,5,91
CCC(c1nnnn1C(C)(C)C)N1CCN(Cc2ccccc2OC)CC1 (stereo not given),0.1,102,9,97,97,98,0,98,-4,26,99
S=C(NCc1ccco1)N1CCN(c2cccc(Cl)c2)CC1,0.8,100,6,98,95,95,13,98,17,8,97
